Assay outcomes (PubChem BioAssay)
OXTR ag: agonists of human oxytocin receptor | P30559 | CHO-OTR cells, Fluo-8 calcium fluorescence; normalized: DMSO 0%, oxytocin 100% | activation, % at 3 µM | 320,000 compounds, 0.32% hits | AID 2435;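 active = activation above the mean of all tested compounds plus 3 SD, cutoff set per screening run, cut at about 20% in these data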;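 note: peak over basal fluorescence ratio from a 100 s FLIPR kinetic read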
M1 PAM: human CHRM1 positive allosteric modulation; P11229; CHO-K1 hM1, Fluo-8 calcium fluorescence, ACh EC20; 0% = ACh EC20, 100% = maximal ACh; activation, % at 3 µM; 360,000 compounds, 0.088% hits; AID 588819; in the data active = activation above about 19%, passing the limit was not always enough
Target sequence (P11229 whole entry, looked up): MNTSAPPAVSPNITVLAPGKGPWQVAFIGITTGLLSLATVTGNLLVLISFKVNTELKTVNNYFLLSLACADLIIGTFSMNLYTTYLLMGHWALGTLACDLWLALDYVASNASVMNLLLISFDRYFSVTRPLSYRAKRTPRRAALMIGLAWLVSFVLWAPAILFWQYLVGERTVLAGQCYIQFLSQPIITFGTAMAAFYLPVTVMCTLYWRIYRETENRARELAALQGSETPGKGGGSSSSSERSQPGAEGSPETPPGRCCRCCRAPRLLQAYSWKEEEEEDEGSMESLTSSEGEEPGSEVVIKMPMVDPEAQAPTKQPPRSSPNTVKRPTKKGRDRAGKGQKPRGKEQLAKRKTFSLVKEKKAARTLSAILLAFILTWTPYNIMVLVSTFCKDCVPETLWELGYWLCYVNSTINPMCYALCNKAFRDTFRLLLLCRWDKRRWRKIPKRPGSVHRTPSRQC
CHRM1 agonist: agonists of human M1 muscarinic receptor; P11229; activation, % at 3 µM; AID 588814; 360,000 compounds, 0.33% hits; CHO-K1 hM1, Fluo-8 calcium fluorescence, agonist mode; 0% DMSO, 100% acetylcholine EC100;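 active = activation above the run's mean compound activation plus 3 SD, cut at about 16% in these data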;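 note: peak over basal fluorescence ratio within a 140 s kinetic read after compound addition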
V1aR counter: activates human V1a receptor in oxytocin agonist counter-screen; 320,000 compounds, 0.25% hits; CHO-V1R cells, Fluo-8 calcium fluorescence, agonist mode; 0% DMSO, 100% 3 nM vasopressin; P37288; activation, % at 3 µM;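 active = activation above the mean activation of all tested compounds plus 3 SD, per screening run, cut at about 20% in these data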;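 note: signal is peak over basal fluorescence ratio across a 100 second FLIPR read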
TAAR1 ag: agonists of human TAAR1. AID 624467. activation, % at 3 µM. Q96RJ0. CHO RD-HGA16 TAAR1, Fluo-8 calcium fluorescence; vehicle wells 0%, saturating PEA agonist 100%. 360,000 compounds, 0.99% hits;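 active = activation above the mean activation of all test compounds in the run plus 3 SD, cut at about 38% in these data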
Target sequence (Q96RJ0 whole entry, looked up): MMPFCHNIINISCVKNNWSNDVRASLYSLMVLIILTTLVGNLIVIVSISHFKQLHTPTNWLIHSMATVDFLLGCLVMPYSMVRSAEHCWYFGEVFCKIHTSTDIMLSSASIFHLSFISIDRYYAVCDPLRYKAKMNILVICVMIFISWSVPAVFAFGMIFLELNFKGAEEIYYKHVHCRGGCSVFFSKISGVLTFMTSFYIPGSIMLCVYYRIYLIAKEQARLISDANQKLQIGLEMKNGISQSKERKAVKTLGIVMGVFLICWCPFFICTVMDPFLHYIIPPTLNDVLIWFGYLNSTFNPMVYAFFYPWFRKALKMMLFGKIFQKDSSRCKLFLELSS
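Assay system: CHO-derived RD-HGA16 cells with stable Gα16 and human TAAR1; timing: 17-24 h seeding, 75 min 37 °C dye, 30 min RT; read-out: % activation from peak over basal fluorescence ratio, DMSO-to-PEA scaled; measured by: kinetic Fluo-8 calcium fluorescence; benchmarks: low control DMSO, high control PEA (EC100); doses: 3 µM single concentration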
CHO parental Ca: signal in parental CHO cells, OX1R antagonist counter-screen; parental CHO-K1, ATP-induced calcium, Fluo-8 fluorescence; inhibition, % at 5.6 µM; 330,000 compounds, 0.63% hits;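 active = inhibition above that plate's mean sample inhibition plus 3 SD, cut at about 26% in these data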;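 note: 0% = ATP-challenged DMSO wells and 100% = DMSO wells without ATP; some compounds past the cut are filed as inactive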
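Assay system: parental CHO cells; Read-out basis: percent inhibition of ATP-evoked calcium rise, normalized to controls; Benchmarks: ATP and no-ATP DMSO wells; Compound dosing: single nominal dose of 5.6 µM per compound; Signal: Fluo-8 calcium dye fluorescence; Also added: ATP as calcium-mobilizing challenge; Repeats: singlicate.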
OXTR potentiator: potentiates the human oxytocin receptor response | P30559 | CHO-OTR cells, Fluo-8 calcium fluorescence, potentiator mode; 0% = oxytocin EC15, 100% = EC100 | activation, % at 3 µM | 320,000 compounds, 0.061% hits | AID 2445;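 active = activation above that plate's cutoff, the mean activation of tested compounds plus 3 SD, cut at about 6.6% in these data, passing the limit was not always enough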;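 note: 100% uses oxytocin at 75 nM as the full agonist control; some results filed as inactive read as strong as hits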
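Assay system: CHO cell line stably expressing human OTR | Also added: Oxytocin at about EC15, sub-maximal agonist stimulus | Times: Compound 6 min at room temperature before oxytocin, 100 s read | Measured by: Fluo-8 intracellular calcium fluorescence, ex 470-495, em 515-575 nm | Controls: EC15 oxytocin alone as 0%, 75 nM oxytocin as 100%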
CHRM1 antagonist: blocks human M1 muscarinic receptor; P11229; CHO-K1 hM1, Fluo-8 calcium fluorescence, ACh EC80 antagonist; inhibition, % at 3 µM; 360,000 compounds, 1.3% hits; AID 588852;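 active = percent inhibition above its own plate's cutoff, namely the mean of that plate's compound wells plus 3 SD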;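 note: peak over basal fluorescence ratio during 140 s after agonist addition; 0% = ACh EC80 plus DMSO and 100% = DMSO alone without agonist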
TAAR1 antag: antagonists of human TAAR1; Q96RJ0; CHO RD-HGA16 TAAR1, Fluo-8 calcium fluorescence, antagonist; inhibition, % at 3 µM; 360,000 compounds, 1.5% hits; AID 624466;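 active = inhibition above a per-plate cutoff, the mean inhibition of test compounds on that plate plus 3 SD, cut at about 49% in these data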;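 note: 0% = DMSO plus EC80 beta-PEA response and 100% = DMSO alone without agonist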
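Test system – hTAAR1-expressing CHO RD-HGA16 cells, Gα16-coupled · Reagent – β-PEA at EC80 concentration, post-compound challenge · Compound dosing – 3 µM, single point · Timing – 140 s kinetic read after compound, 140 s after agonist · Detection – Fluo-8 intracellular calcium dye fluorescence, real-time kinetic reads · Control set – DMSO and EC80 PEA controls · Repeats – n of 1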
Starred values were filed as active, the others as inactive; · = no result given; & = joins results of further samples. Not a hit list. Share with any hit: about 3.7%.

SMILES | OXTR ag | M1 PAM | CHRM1 agonist | V1aR counter | TAAR1 ag | CHO parental Ca | OXTR potentiator | CHRM1 antagonist | TAAR1 antag
O=C(NC(=S)Nc1ccccc1F)c1ccc(Br)o1 | -2.0 | 5 | -10 | -0.7 | 3 | -7 | -6 | -4 | 1
CC1Cc2cc(/C(O)=C3/C(=O)C(=O)N(CCCn4ccnc4)C3c3ccc(F)cc3)ccc2O1 (configuration not stated) | -0.1 | 6 | -9 | 0.2 | 0 | -17 | -4 | -8 | 11
O=C(O)C1=C(C(=O)Nc2cc(C(F)(F)F)ccc2Cl)CCCC1 | 0.1 | -8 | -6 | -0.2 | 2 | -8 | 0 | 3 | 21
Cc1nnc2c(NCC(C)c3ccccc3)nc3ccccc3n12 (configuration not stated) | · | 8 | -2 | · | 2 | · | · | -7 | -1
O=C(NCCN1CCOCC1)c1ccc(Cl)c(S(=O)(=O)N2CCOCC2)c1 | 0.1 | 2 | -3 | 2.3 | 5 | 5 | 8 | 2 | -20
CC(Sc1nnc(Cc2ccccc2)n1C)C(=O)NC1CC1 (configuration not stated) | 0.7 | 8 | -6 | -0.3 | 5 | -8 | 0 | 0 | 4
CN1CC=C2C(C#N)=C(N)C(C#N)(C#N)C(c3ccsc3)C2C1 (configuration not stated) | 2.4 | -6 | 3 | 1.1 | 6 | -7 | -8 | -3 | 11
COc1cc(OC)c2c(-c3ccccc3)cc(=O)oc2c1C(CC(=O)N1CCOCC1)c1ccc(N(C)C)cc1 (configuration not stated) | -1.1 | 16 | -6 | -0.5 | 8 | -30 | -4 | -10 | 7
COCCCN(CCNC(=O)c1ccc(NC2=NC3CS(=O)(=O)CC3S2)cc1)Cc1ccco1 (configuration not stated) | -0.5 | -5 | -3 | -0.4 | 0 | 7 | -3 | 10 | -13
CC1CCC(NC(=O)C2CCN(c3c4c(nc5ncnn35)CCC4)CC2)CC1 (configuration not stated) | -0.8 | 4 | -5 | 0.6 | · | -3 | 2 | -9 | ·
COC(=O)c1ccc(/C=N/OCC(=O)NCc2ccc(F)cc2)cc1 | 2.1 | 11 | -3 | 1.8 | 0 | -18 | -3 | -9 | -12
COc1cccc(/C=N/NC(=O)c2c(C)nc3ccc(Br)cn23)c1O | 0.8 | -8 | -2 | 0.3 | · | -13 | -10 | 7 | ·
COc1cc(C(=O)Nc2c(C)cc(C)cc2C)c(Br)c(OC)c1OC | -1.0 | -1 | -6 | -0.5 | 6 | -24 | 3 | 1 | 12
Cc1ccc2[nH]c(CN3CCN(C)C(CCO)C3)c(C)c2c1 (configuration not stated) | 1.4 | 16 | -5 | 1.0 | 0 | -15 | 0 | -17 | 2
O=C(C1CCCCC1)N1CCC2CC1c1cc(Cl)ccc12 (configuration not stated) | · | -1 | -5 | · | 1 | · | · | -4 | -8
Fc1ccc2c(c1)C1C=CCC1C(c1cc3c(cc1Br)OCO3)N2 (configuration not stated) | -1.7 | -6 | -5 | 0.5 | 1 | -18 | -15 | -3 | -8
CCOc1cccc(OCCCOc2ccccc2)c1 | -2.2 | 5 | -4 | -0.6 | 5 | -13 | -4 | -9 | 0
O=c1c(Cl)c(N2CCN(S(=O)(=O)c3ccccc3)CC2)cnn1-c1ccccc1 | 0.4 | 5 | -4 | 0.5 | 0 | -8 | -10 | -4 | -7
CCn1nc(C(=O)NC2=NCCS2)c2ccccc2c1=O | -0.9 | 3 | -1 | -0.4 | 6 | -20 | -7 | -9 | 14
Cc1ccc(NC(=O)C23CCC(C)(C(=O)[C@H]2Br)C3(C)C)cc1 (some centres not stated) | -2.2 | 12 | -3 | -1.4 | -2 | -7 | -7 | -17 | -27
COC(=O)c1ccc(S(=O)(=O)NCc2ccco2)n1C | -0.7 | -8 | -4 | 0.9 | 1 | -9 | 5 | 10 | -22
Cc1ccc(CC(=O)NCCC(=O)O)cc1 | 0.5 | 3 | -2 | 0.6 | 5 | -5 | -1 | -5 | -29
Cc1cc(C)c(S(=O)(=O)N(C)CC(=O)NCc2cccnc2)c(C)c1 | -0.2 | 9 | -11 | 2.5 | 10 | -5 | -12 | -13 | -9
CCOc1ccc(C2N(c3ccc(Cl)cc3)C(=O)C3CCCN32)cc1OC (configuration not stated) | -0.6 | 1 | -13 | -1.0 | 0 | -15 | -2 | -4 | -4
Cc1ccc(CCNC(=O)c2ccc(CS(=O)(=O)Cc3ccc(F)cc3)o2)cc1 | 5.1 | 10 | 1 | 5.3 | 4 | -16 | -8 | -6 | 5
Cc1cccc(N2C(=S)NC3c4ccccc4OC2(C)C3C(=O)N(C)C)c1 (configuration not stated) | 0.8 | -5 | -2 | 1.1 | 1 | 2 | 0 | 27 | -6
Cc1cc2c3nonc3ccc2n1-c1ccccc1 | -1.7 | -1 | -5 | -0.6 | -1 | -9 | -10 | 1 | 5
CCN(CC)S(=O)(=O)c1ccc(C)c(NC(=O)COC(=O)CNC(=O)c2ccc(C(C)(C)C)cc2)c1 | 10 | -2 | -4 | 4.4 | 16 | -13 | -8 | 5 | -2
CC(C)(C)c1ccc(-n2ncc3c2CCCC3NC(=O)CCN2CCCO2)cc1 (configuration not stated) | 5.3 | -3 | -3 | 7.1 | 3 | -7 | -11 | 0 | -31
CCOC(=O)N1CCN(C(=O)CSCc2ccccc2Cl)CC1 | 0.6 | 10 | -7 | 1.9 | -1 | -9 | -7 | -7 | -11
COc1ccc(S(=O)(=O)N2CCN(C(=O)C3CC(=O)N(c4ccccc4F)C3)CC2)cc1OC (configuration not stated) | · | 12 | -5 | · | 10 | · | · | -14 | 1
COC(=O)C1=C(CSc2nnnn2C)NC(=O)NC1c1cc(C)ccc1C (configuration not stated) | -0.3 | 1 | 1 | -0.8 | 2 | -16 | -7 | -32 | 3
CNC(=S)N1CCn2cccc2C1c1ccc(F)cc1 (configuration not stated) | 3.5 | -2 | -5 | 1.0 | 3 | -15 | -12 | 7 | -5
C=CCOC(=O)C1=C(C)NC(SCC(=O)N(CC)CC)=C(C#N)C1c1ccco1 (configuration not stated) | -0.3 | 10&-11 | -1&-4 | 0.1 | 4&11 | -17 | -14 | -19&13 | -15&7
COc1ccc([C@H]2CC(=O)C=C(/C=C/c3ccc(Cl)cc3)C2)cc1 | 0.2 | 0 | -5 | 0.2 | 3 | -8 | -1 | -5 | 13
O=C(COC(=O)CNC(=O)c1ccc(Cl)cc1)Nc1ncc(C(F)(F)F)cc1Cl | -2.6 | -4 | -3 | -0.5 | 0 | -16 | 1 | 4 | -8
Cc1ccc(CN2CCN(Cc3ccc4cccc(F)c4n3)CC2CCO)cc1 (configuration not stated) | 1.2 | 10 | -7 | 0.7 | 0 | -8 | 3 | -16 | -8
Cc1noc2ncnc(Sc3ccc(Cl)cc3)c12 | -2.4 | 10 | -3 | -1.3 | 8 | -1 | -8 | -10 | -7
CN(Cc1ccccc1)C(=O)C1CCCN(c2ncnc3c2nc2n3CCCCC2)C1 (configuration not stated) | -1.6 | 18 | -4 | -0.5 | 0 | -33 | -17 | -1 | -36
NC(Cc1ccccc1)C(O)(c1ccccc1)c1ccccc1 (configuration not stated) | -0.1 | 13 | -4 | 0.3 | 3 | -36 | 4 | -13 | 9

Retrieved by structure from above (4):
SMILES | OXTR ag | M1 PAM | CHRM1 agonist | V1aR counter | TAAR1 ag | CHO parental Ca | OXTR potentiator | CHRM1 antagonist | TAAR1 antag
CCN(CC)S(=O)(=O)c1ccc(C)c(NC(=O)COC(=O)CNC(=O)c2ccc(C(C)(C)C)cc2)c1 | 10 | -2 | -4 | 4.4 | 16 | -13 | -8 | 5 | -2
COC(=O)C1=C(CSc2nnnn2C)NC(=O)NC1c1cc(C)ccc1C (configuration not stated) | -0.3 | 1 | 1 | -0.8 | 2 | -16 | -7 | -32 | 3
COc1ccc(S(=O)(=O)N2CCN(C(=O)C3CC(=O)N(c4ccccc4F)C3)CC2)cc1OC (configuration not stated) | · | 12 | -5 | · | 10 | · | · | -14 | 1
Cc1noc2ncnc(Sc3ccc(Cl)cc3)c12 | -2.4 | 10 | -3 | -1.3 | 8 | -1 | -8 | -10 | -7

Later entries:
SMILES | OXTR ag | M1 PAM | CHRM1 agonist | V1aR counter | TAAR1 ag | CHO parental Ca | OXTR potentiator | CHRM1 antagonist | TAAR1 antag
CCN(CC)S(=O)(=O)c1ccc(C(C)NCC(=O)Nc2ccccc2C(=O)NC2CC2)cc1 (configuration not stated) | · | -3 | -2 | · | 11 | · | · | 11 | 59*
O=C(O)c1ccc(Oc2ccc(C(F)(F)F)cn2)cc1 | -0.1 | 13 | -6 | 1.5 | -1 | -4 | -1 | -10 | 8
Cc1nn(C)c(C)c1Nc1ccc(N2C(=O)C3C4C=CC(C4)C3C2=O)cc1[N+](=O)[O-] (configuration not stated) | 1.2 | 6 | -5 | 1.9 | 0 | 3 | 3 | -10 | -14
O=C(c1ccc(F)cc1)C1CCN(C(=O)NC2CCCCC2)CC1 | -0.9 | 11 | 2 | 1.1 | 13 | -16 | -14 | -15 | -12
COCCNC(=O)CCCn1c(=O)c2cc(OC)c(OC)cc2n(CC(=O)Nc2ccccc2OC)c1=O | -0.4 | 11 | -2 | -0.6 | 0 | -23 | -2 | -18 | -25
COc1ccc(-c2coc3c(C(=O)NCc4ccco4)cccc23)c(C)c1 | · | -8 | -4 | · | 0 | · | · | 4 | 18
Cc1nc(Nc2nc3ccccc3o2)nc2c1CCC2 | -1.1 | 9 | -6 | -1.1 | 11 | -12 | 3 | -8 | 5
CCCCOc1ccc(C(=O)OCC(=O)N2CCOCC2)cc1 | 3.7 | 6 | -4 | 4.9 | 4 | -15 | -3 | -5 | -3

Taken from the listing, 3 compounds:
SMILES | OXTR ag | M1 PAM | CHRM1 agonist | V1aR counter | TAAR1 ag | CHO parental Ca | OXTR potentiator | CHRM1 antagonist | TAAR1 antag
CCN(CC)S(=O)(=O)c1ccc(C(C)NCC(=O)Nc2ccccc2C(=O)NC2CC2)cc1 (configuration not stated) | · | -3 | -2 | · | 11 | · | · | 11 | 59*
O=C(O)c1ccc(Oc2ccc(C(F)(F)F)cn2)cc1 | -0.1 | 13 | -6 | 1.5 | -1 | -4 | -1 | -10 | 8
Cc1nn(C)c(C)c1Nc1ccc(N2C(=O)C3C4C=CC(C4)C3C2=O)cc1[N+](=O)[O-] (configuration not stated) | 1.2 | 6 | -5 | 1.9 | 0 | 3 | 3 | -10 | -14
